High-throughput results from PubChem.
Tb MetRS inh – blocks T. brucei methionyl-tRNA synthetase activity; purified T. brucei MetRS, ATP depletion, Kinase-Glo luminescence; inhibition, % at 11.9 µM; 360,000 tested, 0.4% active;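 active = inhibition above a per-plate cutoff of the control wells' mean inhibition plus 3 SD, cut at about 5.5% in these data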;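 also: 0% = DMSO wells median and 100% = median of wells with control inhibitor compound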
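Test system: purified T. brucei MetRS enzyme. Also added: ATP, methionine and E. coli bulk tRNA substrates. Compound: 11.9 µM single point. Schedule: 15 min enzyme-compound preincubation, 2 h reaction, 10 min detection, 25 °C. Signal: luciferase luminescence of residual ATP, Kinase-Glo. Evaluation: percent inhibition versus plate control medians. Controls: DMSO wells, low control.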
Neddyl block – cullin neddylation inhibition | TR-FRET cullin neddylation, biochemical | calls only at 25 µM | 360,000 tested, 0.58% active | AID 651699; in the data active = inhibition above about 36%
Target sequence (P61081 whole entry, looked up): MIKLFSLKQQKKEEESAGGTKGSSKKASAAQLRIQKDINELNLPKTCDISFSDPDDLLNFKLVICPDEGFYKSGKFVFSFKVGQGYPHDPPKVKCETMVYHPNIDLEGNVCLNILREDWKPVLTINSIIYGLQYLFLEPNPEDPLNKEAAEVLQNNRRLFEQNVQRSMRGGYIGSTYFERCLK
Target sequence (Q13564 whole entry, looked up): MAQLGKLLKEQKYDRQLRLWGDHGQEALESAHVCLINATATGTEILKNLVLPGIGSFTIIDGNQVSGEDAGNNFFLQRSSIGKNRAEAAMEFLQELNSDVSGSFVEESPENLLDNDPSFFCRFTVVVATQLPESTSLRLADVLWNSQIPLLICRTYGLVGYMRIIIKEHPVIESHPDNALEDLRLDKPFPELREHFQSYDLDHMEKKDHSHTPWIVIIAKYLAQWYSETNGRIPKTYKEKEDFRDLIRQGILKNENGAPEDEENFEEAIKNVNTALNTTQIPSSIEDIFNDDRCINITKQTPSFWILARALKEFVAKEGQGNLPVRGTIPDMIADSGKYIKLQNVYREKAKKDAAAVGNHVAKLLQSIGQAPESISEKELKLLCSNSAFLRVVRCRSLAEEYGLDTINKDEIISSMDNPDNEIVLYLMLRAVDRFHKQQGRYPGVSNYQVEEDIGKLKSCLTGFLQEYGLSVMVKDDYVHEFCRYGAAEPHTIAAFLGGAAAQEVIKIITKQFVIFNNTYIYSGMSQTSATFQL
LMPTP block – blocks human LMPTP phosphatase; AID 651560; recombinant LMPTP-A, OMFP fluorogenic substrate, fluorescence intensity; inhibition, % at 20 µM; 360,000 tested, 0.22% active; P24666;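 active = compounds that cut the enzyme signal by at least half of the control window in the single-dose screen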;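 also: plate controls were DMSO wells with enzyme plus substrate for no effect and substrate without enzyme for full effect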
Target sequence (P24666 whole entry, looked up): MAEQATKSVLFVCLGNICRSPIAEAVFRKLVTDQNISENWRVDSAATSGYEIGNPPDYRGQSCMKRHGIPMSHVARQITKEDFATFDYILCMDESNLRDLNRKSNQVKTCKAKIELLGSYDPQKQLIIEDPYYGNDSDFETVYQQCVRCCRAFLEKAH
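Assay system: LMPTP-A enzyme. Input: 0.625 nM LMPTP-A final. Probe or stimulus: 400 µM OMFP. Compound dosing: single 20 µM dose. Schedule: 50 min dark incubation at room temperature. Detection: fluorescence intensity of OMFP turnover product. Read-out: percent inhibition versus substrate-only and uninhibited controls. Benchmarks: no-enzyme low control, uninhibited high control.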
STEP inh – blocks human striatal-enriched tyrosine phosphatase | P54829 | recombinant STEP, OMFP fluorogenic substrate, fluorescence | inhibition, % at 20 µM | 360,000 tested, 0.25% active | AID 588621;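 active = inhibition at 20 µM, scaled per plate between control wells, above about 37%, limit read from the data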;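 also: 0% = DMSO with enzyme and substrate and 100% = substrate only without enzyme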
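Assay system: isolated STEP enzyme. Buffer or medium: pH 6.0 Bis-Tris with DTT and Tween 20. Also added: fluorogenic phosphatase substrate OMFP at 25 µM final. Dosing: 20 µM, 1% DMSO. Timing: 20 min reaction, room temperature, in the dark. Measured by: fluorescence intensity, excitation 480 nm, emission 540 nm. Evaluation: normalized % inhibition.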
CendR NRP1 mod – NRP-1/CendR interaction modulation. 360,000 tested, 0.85% active. FAM-RPARPAR peptide binding to NRP-1, fluorescence polarization. O14786. inhibition, % at 25 µM;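 active = inhibition or corrected inhibition above about 18%, plus a signal ratio from 0.5 to 1.5, limit read from the data, passing the limit was not always enough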; also: strong numbers were not always called active
DNMT1 block – blocks human DNA methyltransferase DNMT1; P26358; DNMT1 molecular beacon, Hinp1I cleavage, fluorescence; inhibition (reported as % activation of signal), % at 10 µM; 360,000 tested, 0.83% active; AID 588458; in the data active = inhibition above about 50%
NadD inh – blocks S. aureus nicotinate mononucleotide adenylyltransferase. purified NadD enzyme, colorimetric absorbance read-out. inhibition, % at 20 µM. 360,000 tested, 0.78% active; in the data active = inhibition above about 26%; also: some compounds past the cut are filed as inactive
Scp1 inh – inhibitors of human Scp-1 phosphatase; Q9GZU7; Recombinant Scp1, phosphopeptide, malachite green phosphate absorbance; inhibition, % at 20 µM; 340,000 tested, 0.88% active;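 active = inhibition above about 50% at 20 µM, limit read from the data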;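 also: plate controls were DMSO wells with enzyme for no effect and wells lacking enzyme for full effect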
Target sequence (Q9GZU7 76-261 limits assumed): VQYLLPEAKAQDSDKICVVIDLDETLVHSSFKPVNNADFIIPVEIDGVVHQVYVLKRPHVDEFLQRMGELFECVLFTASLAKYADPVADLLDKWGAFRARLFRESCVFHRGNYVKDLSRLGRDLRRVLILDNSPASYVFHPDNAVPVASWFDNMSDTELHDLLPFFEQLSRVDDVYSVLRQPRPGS
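Test system: SCP-1 phosphatase catalytic domain, residues 76-261 | Compound dosing: One concentration, 20 µM, with 1.0% DMSO | Schedule: 45 min room-temperature reaction, 5 min colour, 30 min stabiliser | Detection: Absorbance at 630 nm | Read-out basis: % inhibition of SCP-1 phosphate liberation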
SKN-1 inh – inhibitors of C. elegans SKN-1 | C. elegans VP596 Pgst-4::GFP/RFP ratio, acrylamide-induced, 24 h | inhibition, % at 21.8 µM | 360,000 tested, 0.49% active | AID 624304;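 active = interference check ratio from 0.5 to 1.5 plus GFP to RFP signal ratio inhibition reaching or exceeding a fixed threshold, cut at about 30% in these data, passing the limit was not always enough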; also: some compounds called inactive have numbers as strong as hits
SUMO1 PPI mod – modulators of human SUMO1-mediated protein-protein interactions; SUMO1 binding to a labelled peptide, TR-FRET, 1 h; inhibition, % at 20 µM; 360,000 tested, 0.33% active; AID 602429; in the data active = inhibition above about 37%
* marks the source's active call; other numbers are inactive results.

For COc1ccc(CCNC(=O)C2CC3Cn4c(nc5cc6ccccc6cc54)C3N2C)cc1 (centres undefined) the results were Tb MetRS inh -0.1, Neddyl block inactive, LMPTP block 0.1, STEP inh 1, CendR NRP1 mod -8, DNMT1 block 2, NadD inh 3, Scp1 inh -8, SKN-1 inh 2 and SUMO1 PPI mod -18.
`COc1cccc(NC(=O)Nc2nnc(Cc3ccccc3)s2)c1` gave Tb MetRS inh -2.0, Neddyl block inactive, LMPTP block 0.5, STEP inh -2, CendR NRP1 mod 14, DNMT1 block 6, NadD inh -1, Scp1 inh -4, SKN-1 inh 25 and SUMO1 PPI mod -3.
COc1ccccc1NC(=O)/C=C1\SCC(=O)N1C was read as Tb MetRS inh -1.2, Neddyl block inactive, LMPTP block 0.6, STEP inh -1, CendR NRP1 mod -20, DNMT1 block 2, NadD inh -6, Scp1 inh -7, SKN-1 inh -6 and SUMO1 PPI mod 0.
Cc1ccc(C(=O)CSC2=C(C#N)C(c3ccco3)C3=C(CCCC3=O)N2)cc1 (centres undefined) was read as Tb MetRS inh 0.4, Neddyl block inactive, LMPTP block 2.0, STEP inh 4, CendR NRP1 mod 2, DNMT1 block -11, NadD inh 4, Scp1 inh -10, SKN-1 inh 13 and SUMO1 PPI mod -14.
`COCCN1CN(S(=O)(=O)c2cccc(Cl)c2)c2nc3ccccc3nc21` gave Tb MetRS inh 0.2, Neddyl block inactive, LMPTP block 0.3, STEP inh -3, CendR NRP1 mod 14, DNMT1 block -1, NadD inh -6, Scp1 inh -6, SKN-1 inh 7 and SUMO1 PPI mod -11.
`Cn1c(=O)n(C/C=C/c2ccccc2)c(=O)c2c1nc1n2CCCN1Cc1ccccc1` gave Tb MetRS inh -0.1, Neddyl block inactive, LMPTP block 6.9, STEP inh 1, CendR NRP1 mod 2, DNMT1 block -9, NadD inh 9, Scp1 inh -5, SKN-1 inh -10 and SUMO1 PPI mod 3.
For O=C(CCc1nc(-c2ccccc2)no1)N1CCCC1 the results were Tb MetRS inh -0.4, Neddyl block inactive, LMPTP block -2.2, STEP inh 8, CendR NRP1 mod 7, DNMT1 block 8, NadD inh -3, Scp1 inh 15, SKN-1 inh 0 and SUMO1 PPI mod -2.
`CN1CCN(c2ccc(-c3ccnn3C(=O)Nc3cccc(C(F)(F)F)c3)cc2)CC1` gave Tb MetRS inh 0.0, Neddyl block inactive, LMPTP block -1.4, STEP inh -1, CendR NRP1 mod 10, DNMT1 block -1, NadD inh 0, Scp1 inh 1, SKN-1 inh 9 and SUMO1 PPI mod 4.
For O=c1c2ccsc2ncn1Cc1ccc(Cl)cc1 the results were Tb MetRS inh 0.0, Neddyl block inactive, LMPTP block -0.1, STEP inh 0, CendR NRP1 mod -9, DNMT1 block 0, NadD inh -8, Scp1 inh -3, SKN-1 inh 13 and SUMO1 PPI mod 0.
Screening NC(=O)CC[C@@H]1NC(=O)[C@@H]2CCCN2C(=O)c2cc([N+](=O)[O-])cc(I)c2NCCCC[C@@H](C(=O)NC(CC(=O)O)C(N)=O)NC1=O (some centres undefined) returned Tb MetRS inh -0.4, Neddyl block inactive, LMPTP block -1.5, STEP inh -1, CendR NRP1 mod -18, DNMT1 block 4, NadD inh 5, Scp1 inh -8, SKN-1 inh -4 and SUMO1 PPI mod -14.

2 compounds picked at random from the list so far, as already listed:
Screening NC(=O)CC[C@@H]1NC(=O)[C@@H]2CCCN2C(=O)c2cc([N+](=O)[O-])cc(I)c2NCCCC[C@@H](C(=O)NC(CC(=O)O)C(N)=O)NC1=O (some centres undefined) returned Tb MetRS inh -0.4, Neddyl block inactive, LMPTP block -1.5, STEP inh -1, CendR NRP1 mod -18, DNMT1 block 4, NadD inh 5, Scp1 inh -8, SKN-1 inh -4 and SUMO1 PPI mod -14.
COc1ccccc1NC(=O)/C=C1\SCC(=O)N1C was read as Tb MetRS inh -1.2, Neddyl block inactive, LMPTP block 0.6, STEP inh -1, CendR NRP1 mod -20, DNMT1 block 2, NadD inh -6, Scp1 inh -7, SKN-1 inh -6 and SUMO1 PPI mod 0.

Next part.
Cc1ccc(-c2csc(-c3cc(C)on3)n2)cc1 was read as Tb MetRS inh -0.4, Neddyl block inactive, LMPTP block 1.1, STEP inh -1, CendR NRP1 mod -9, DNMT1 block 1, NadD inh -9, Scp1 inh -9, SKN-1 inh -5 and SUMO1 PPI mod -6.
COc1ccccc1-c1cc2c(c3c1ccn3C)C1CCC2C1 (centres undefined) was read as Tb MetRS inh -1.0, Neddyl block inactive, LMPTP block 1.1, STEP inh 3, CendR NRP1 mod -8, DNMT1 block 0, NadD inh 4, SKN-1 inh 7 and SUMO1 PPI mod -8.
`COc1ccc(NC(=O)C(c2cccc3ccccc23)n2c(=O)c(-c3ccco3)nc3ccccc32)cc1` (centres undefined) gave Tb MetRS inh -1.1, Neddyl block inactive, LMPTP block 1.0, CendR NRP1 mod -26, SKN-1 inh 13 and SUMO1 PPI mod -8.
For COc1cc(/C=N/NC(=O)c2cccnc2)ccc1OC(=O)c1ccco1 the results were Tb MetRS inh -0.6, Neddyl block inactive, LMPTP block -0.1, STEP inh -2, CendR NRP1 mod 5, DNMT1 block 1, NadD inh -7, Scp1 inh -5, SKN-1 inh 7 and SUMO1 PPI mod -8.
`COc1ccc(C(=O)N2CCN(Cc3ccc4c(c3)OCO4)CC2)cc1[N+](=O)[O-]` gave Tb MetRS inh -0.5, Neddyl block inactive, LMPTP block 0.4, STEP inh -1, CendR NRP1 mod 8, DNMT1 block 0, NadD inh -3, Scp1 inh 1, SKN-1 inh -5 and SUMO1 PPI mod -7.
`CC1(C)CC(=O)C2=C(C1)OC1=C(C(=O)CC(C)(C)C1)C2c1ccc(O)c([N+](=O)[O-])c1` gave Tb MetRS inh -0.8, Neddyl block inactive, LMPTP block -1.6, STEP inh 0, CendR NRP1 mod 10, DNMT1 block 4, NadD inh -3, Scp1 inh -1, SKN-1 inh 5 and SUMO1 PPI mod -11.
For CC(C)(C)NC(=O)CSc1nc2ccc(NC(=O)CSc3nnc(N)s3)cc2s1 the results were Tb MetRS inh -0.1, Neddyl block inactive, LMPTP block -1.8, STEP inh 3, CendR NRP1 mod -13, DNMT1 block -7, NadD inh 14, Scp1 inh 1, SKN-1 inh 6 and SUMO1 PPI mod 7.
`Nn1c(SCc2nc3ccccn3c2Br)nnc1-c1cccnc1` gave Tb MetRS inh -1.9, Neddyl block inactive, LMPTP block 1.4, STEP inh -6, CendR NRP1 mod 8, DNMT1 block 5, NadD inh 3, Scp1 inh -5, SKN-1 inh -14 and SUMO1 PPI mod 0.
Cc1[nH]c2c(Cl)cccc2c(=O)c1CN1CCCC1 was read as Tb MetRS inh -0.2, Neddyl block inactive, LMPTP block 1.7, STEP inh -5, CendR NRP1 mod 20*, DNMT1 block -2, NadD inh 2, Scp1 inh -2, SKN-1 inh 0 and SUMO1 PPI mod -4.
Screening COc1ccccc1N(C)S(=O)(=O)c1ccc(C(=O)NC2=NCCS2)cc1 returned Tb MetRS inh 0.0, Neddyl block inactive, LMPTP block -0.5, STEP inh -4, CendR NRP1 mod 1, DNMT1 block 0, NadD inh -2, Scp1 inh 0, SKN-1 inh -1 and SUMO1 PPI mod 0.
`COc1ccc(Br)cc1CN(C)C(C)C(=O)Nc1cc([N+](=O)[O-])ccc1OC` (centres undefined) gave Tb MetRS inh -0.3, Neddyl block inactive, LMPTP block 3.4, STEP inh 3, CendR NRP1 mod 11, DNMT1 block 14, NadD inh 0, Scp1 inh 0, SKN-1 inh 4 and SUMO1 PPI mod -8.
For COc1ccc(CNC(=O)c2ccc(-n3ccnc3)c3ccoc23)cc1OC the results were Tb MetRS inh -0.7, Neddyl block inactive, LMPTP block -0.9, STEP inh 4, CendR NRP1 mod -14, DNMT1 block 31, NadD inh 6, SKN-1 inh -1 and SUMO1 PPI mod 13.
COc1ccc(NS(=O)(=O)c2cccs2)c(OC)c1 was read as Tb MetRS inh -1.4, Neddyl block inactive, LMPTP block -1.8, STEP inh -4, CendR NRP1 mod 8, DNMT1 block 1, NadD inh -4, Scp1 inh -1, SKN-1 inh -15 and SUMO1 PPI mod 3.
For CC(C)(C)N(Cc1ccccc1)C(=O)c1ccc(Br)o1 the results were Tb MetRS inh 0.3, Neddyl block inactive, LMPTP block -0.1, STEP inh 1, CendR NRP1 mod 0, DNMT1 block 2, NadD inh -8, Scp1 inh -5, SKN-1 inh 10 and SUMO1 PPI mod -3.
O=C(COc1ccc(Br)cc1Cl)NC(=S)N1CCc2ccccc21 was read as Tb MetRS inh 0.4, Neddyl block inactive, LMPTP block 2.6, STEP inh 1, CendR NRP1 mod -4, DNMT1 block -3, NadD inh 4, Scp1 inh -4, SKN-1 inh 12 and SUMO1 PPI mod 5.
CCCOc1ccc(-c2c(C(=O)N/N=C/C3CCCCC3)nnn2-c2nonc2N)cc1 was read as Tb MetRS inh -0.1, Neddyl block inactive, LMPTP block 0.2, STEP inh 2, CendR NRP1 mod 12, DNMT1 block 17, NadD inh 10, Scp1 inh -7, SKN-1 inh 4 and SUMO1 PPI mod -2.
COc1ccc(S(=O)(=O)NCc2ccc(C(=O)N3CCN(c4ccccn4)CC3)cc2)cc1 was read as Tb MetRS inh -0.3, Neddyl block inactive, LMPTP block 1.4, STEP inh -3, CendR NRP1 mod -10, DNMT1 block -4, NadD inh -4, Scp1 inh -2, SKN-1 inh 7 and SUMO1 PPI mod 4.
`COc1ccc(OC)c(CN2CCCCCC2)c1` gave Tb MetRS inh -0.7, Neddyl block inactive, LMPTP block 1.1, STEP inh -2, CendR NRP1 mod 3, DNMT1 block -1, NadD inh -5, Scp1 inh 0, SKN-1 inh 5 and SUMO1 PPI mod 1.
O=C(CCC(=O)N1CCN(S(=O)(=O)c2ccccc2)CC1)c1ccc(Br)cc1 was read as Tb MetRS inh -0.1, Neddyl block inactive, LMPTP block 0.5, STEP inh 0, CendR NRP1 mod 18, DNMT1 block -1, NadD inh -1, Scp1 inh -3, SKN-1 inh -1 and SUMO1 PPI mod -3.
For CCS(=O)(=O)N1CCN(C(=O)c2ccc(-c3ccccc3)cc2)CC1 the results were Tb MetRS inh -0.5, Neddyl block inactive, LMPTP block 0.0, STEP inh 4, CendR NRP1 mod -12, DNMT1 block 0, NadD inh 9, Scp1 inh 3, SKN-1 inh 8 and SUMO1 PPI mod -3.
For Cc1ccc(CNC(=O)[C@@H](NC(=O)C2CCN(C(=O)[C@@H]3CCCN3)CC2)C(C)C)cc1 the results were Tb MetRS inh -2.3, Neddyl block inactive, LMPTP block -0.2, STEP inh 0, CendR NRP1 mod 16, DNMT1 block 1, NadD inh -1, Scp1 inh 4, SKN-1 inh 0 and SUMO1 PPI mod 0.
